# JMJD2A Tudor: qHTS Assay for Inhibitors of JMJD2A-Tudor Domain. Potency, µM (doses to about 114 µM), for inactives: at the highest dose activity change, negative = inhibition, usual class: inhibitors. Lysine-specific demethylase 4A (Homo sapiens), O75164. AlphaScreen JMJD2A-Tudor / H3K4me3 peptide binding. 390,000 compounds, 4.4% hits; further: potency means the concentration at half of the fitted maximal effect; on the % scale 0 is the no-effect control and ±100 the full control effect; nearly all actives have a fitted effect of over 50% in size
# Target sequence (O75164 whole entry, looked up, the tested form may be a part): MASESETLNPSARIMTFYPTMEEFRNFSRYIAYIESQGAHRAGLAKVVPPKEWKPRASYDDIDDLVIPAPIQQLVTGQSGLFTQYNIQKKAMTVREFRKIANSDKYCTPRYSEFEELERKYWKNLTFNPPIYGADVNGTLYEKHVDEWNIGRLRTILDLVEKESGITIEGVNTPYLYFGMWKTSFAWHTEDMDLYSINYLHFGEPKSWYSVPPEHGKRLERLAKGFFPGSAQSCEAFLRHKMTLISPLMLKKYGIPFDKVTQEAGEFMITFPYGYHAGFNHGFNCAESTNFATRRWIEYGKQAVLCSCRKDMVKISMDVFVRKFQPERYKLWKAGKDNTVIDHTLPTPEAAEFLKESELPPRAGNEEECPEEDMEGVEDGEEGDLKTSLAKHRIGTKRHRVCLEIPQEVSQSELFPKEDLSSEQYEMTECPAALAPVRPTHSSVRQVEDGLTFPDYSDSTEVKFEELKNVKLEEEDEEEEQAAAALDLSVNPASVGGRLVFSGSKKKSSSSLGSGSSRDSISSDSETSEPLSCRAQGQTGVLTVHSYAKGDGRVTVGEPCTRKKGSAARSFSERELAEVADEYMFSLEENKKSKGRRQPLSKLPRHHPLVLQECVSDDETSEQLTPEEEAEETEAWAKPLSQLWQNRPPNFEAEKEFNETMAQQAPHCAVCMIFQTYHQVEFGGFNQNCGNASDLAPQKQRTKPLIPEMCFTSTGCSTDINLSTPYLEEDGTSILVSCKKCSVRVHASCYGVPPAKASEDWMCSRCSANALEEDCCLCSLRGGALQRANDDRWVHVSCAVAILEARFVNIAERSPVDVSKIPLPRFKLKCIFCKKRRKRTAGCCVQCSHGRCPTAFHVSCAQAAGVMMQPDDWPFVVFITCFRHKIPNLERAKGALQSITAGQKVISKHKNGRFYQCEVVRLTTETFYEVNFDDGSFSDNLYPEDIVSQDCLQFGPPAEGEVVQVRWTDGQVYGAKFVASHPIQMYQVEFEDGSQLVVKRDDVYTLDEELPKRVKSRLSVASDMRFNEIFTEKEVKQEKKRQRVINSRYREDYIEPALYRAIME
# G9a block: qHTS Assay for Inhibitors of Histone Lysine Methyltransferase G9a. Histone-lysine N-methyltransferase EHMT2 (Homo sapiens), Q96KQ7. G9a H3K9 monomethylation, AlphaScreen, 2 h. Potency, µM (series often up to 102 µM), without a hit: at the top dose activity, negative = inhibition, most hits filed as inhibitors. 350,000 compounds, 8.8% hits. AID 504332, 2011; further: potency means the concentration at half of the fitted maximal effect; on the % scale 0 is the no-effect control and ±100 the full control effect; nearly all actives have a fitted effect of over 75% in size
#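 Quantitative HTS format: methyltransferase activity on a biotin-tagged H3K9 peptide is measured by AlphaScreen, using a rabbit anti-monomethyl-H3K9 antibody with streptavidin donor and anti-IgG acceptor beads. Final levels are 20 nM enzyme, 500 nM peptide, 20 uM SAM; 2 h RT.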
# ERG-DNA inh: qHTS for Small Molecule Inhibitors of the ERG Ets/DNA interaction | Transcriptional regulator ERG (Homo sapiens), P11308 | fluorescence polarization, His-ERG Ets domain / labelled DNA | Potency, µM (doses to about 76.9 µM), for the others: top-dose FP activity, negative = inhibition, hits mostly inhibitors | 370,000 compounds, 0.028% hits | AID 624246, 2012; active means well fitted inhibition curve with a large enough effect in the polarisation, with a control signal flat; inconclusive means small, poorly fitted or top-dose-only effect, or effect the other way, or a change in a side signal; inactive means no such curve, though single readings can be large or run the other way; the % refers to the polarisation;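 further: polarization taken with two DNA probes labelled with fluorescein and Texas red; potency means the concentration at half of the fitted maximal effect; % of control where 0% means no effect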
#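 His-tagged ERG Ets domain (1 uM in the protein solution; 300mM KCl, 50mM Tris-HCl, 1mM EDTA, 1mM DTT, pH 7.5) received compound, then a probe mix of 5 nM fluorescein-DNA and 100nM Texas-615-DNA. Fluorescence polarization was read for both dyes.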
# RGS4 inhibitor: Inhibitors of Regulator of G Protein Signaling (RGS) 4: qHTS; Potency, µM (top dose mostly 114 µM), inactives show top-dose activity change, negative = inhibition, hits mostly inhibitors; Transcreener GDP fluorescence polarization, RGS4-accelerated GTP hydrolysis; Regulator of G-protein signaling 4 (Homo sapiens), P49798; 390,000 compounds, 0.039% hits; further: potency means the concentration at half of the fitted maximal effect; on the % scale 0 is the no-effect control and ±100 the full control effect; nearly all actives have a fitted effect of over 75% in size; some results filed as inactive show a strong effect at the top dose
#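 MLSMR compounds (23 nl, pin-transferred) preincubated 10 min at room temperature with a 500nM (2x) first reagent, then RGS4 at 900nM (2x) plus Transcreener GDP mix added; fluorescence polarization (620/688 nm) read before and after 90 min at 30 °C.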
# 12-LOX inh: Primary qHTS assay for inhibitors of human arachidonate 12S-lipoxygenase (ALOX12): Round 2 | AID 1671190, 2021 | Polyunsaturated fatty acid lipoxygenase ALOX12 (Homo sapiens), P18054 | purified 12hLO, xylenol orange hydroperoxide absorbance | 580,000 compounds, 1.1% hits | Potency, µM (series often up to 108 µM), for the others: at the top dose activity change, negative = inhibition, hits mostly inhibitors; further: potency means the concentration at half of the fitted maximal effect; on the % scale 0 is the no-effect control and ±100 the full control effect
#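 Hydroperoxide product was detected by ferrous iron/xylenol orange as the 573 to 405 nm absorbance ratio. Arachidonic acid at 40 uM (final) was turned over for 30 min at room temperature by 150 nM human 12hLO, pH 7.0 Hepes buffer, after 15 min compound preincubation.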
# PI4K2A block: qHTS for small molecular inhibitors of PI4K2A | Phosphatidylinositol 4-kinase type 2-alpha (Homo sapiens), Q9BTU6 | purified PI4K2A, ADP-Glo luminescence, 1 h; hits give low values | activity change, negative = inhibition, % at 76.9 µM | 420,000 compounds, 0.13% hits | AID 1346378, 2018; in the data active means activity change below about -50%; inconclusive means mostly about -30% to -49%;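 further: -100% = wells without enzyme as full effect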
#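 ADP-Glo luminescence measured ADP generated by PI4K2A enzyme (4 ug/mL before mixing) with 1.2 mM PI substrate (pre-mix) and 300 microM ATP (pre-mix). Tris pH7.5 buffer with MgCl2, Triton X-100; 1 h reaction at ambient temperature.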
# BAZ2B inh: qHTS Assay for Inhibitors of BAZ2B | Bromodomain adjacent to zinc finger domain protein 2B (Homo sapiens), Q9UIF8 | AlphaScreen BAZ2B-H3K14Ac peptide displacement | Potency, µM (highest dose often 114 µM), inactives show at the highest dose activity change, negative = inhibition, most hits filed as inhibitors | 360,000 compounds, 4.4% hits; further: potency means the concentration at half of the fitted maximal effect; on the % scale 0 is the no-effect control and ±100 the full control effect; nearly all actives have a fitted effect of over 60% in size
#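 AlphaScreen displacement of biotin-H3(5-23)K14Ac peptide (50 nM final) from BAZ2B (50 nM final) in PBS pH 7.4, 0.01% Tween-20; complex preformed 30 min RT, then compounds (top 110 uM) 30 min RT, beads 20 min dark.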
# HP1b chromo inh: HTS for Inhibitors of HP1-beta Chromodomain Interactions with Methylated Histone Tails; Chromobox protein homolog 1 (Homo sapiens), P83916; AlphaScreen HP1-beta / biotin-H3K9me3 peptide binding; Potency, µM (series often up to 114 µM), for the others: at the highest dose activity change, negative = inhibition, hits mostly inhibitors; 390,000 compounds, 0.56% hits; further: potency means the concentration at half of the fitted maximal effect; nearly all actives have a fitted effect of over 70% in size; inactives centre near 23
#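 Compound inhibition of the preformed complex between 50 nM HP1-beta and 50 nM biotinylated H3K9me3 peptide was read by AlphaScreen. Buffer was PBS pH 7.4 with 0.01% Tween-20. Incubations ran 30 min at room temperature, with 10 ug/mL donor/acceptor beads.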
# GLS inhibitor: qHTS for Inhibitors of Glutaminase (GLS). GLS enzymatic activity, qHTS titration. Potency, µM (highest dose often 45.5 µM), for the others: at the top dose activity change, negative = inhibition, hits mostly inhibitors. 410,000 compounds, 0.21% hits. AID 624170, 2012; further: potency means the concentration at half of the fitted maximal effect; on the % scale 0 is the no-effect control and ±100 the full control effect
#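 Coupled fluorescence readout: glutamate oxidase/HRP/Amplex Red detect glutamate formed by hKGA from L-glutamine (1 mM solution added). Buffer 45 mM KH2PO4 pH 8.2, 0.02% Tween-20; reads at t0 and 30 min RT.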
# An asterisk follows results filed as active; i = inactive; ? = inconclusive; . = no result given; [ ] = remark or other dose. Unless noted, the call rests on the fitted dose curve; in most records, active means well fitted curve in the direction sought with a large enough effect; inconclusive means small, poorly fitted or top-dose-only effect, or another doubt; inactive means no such curve, though single readings can be large; an effect the other way counts as inactive or inconclusive. Not all compounds are listed (hit frequency here may not be typical).
[1] CCCS(=O)(=O)N1CCN(CCN2C(=O)c3cccc4cccc(c34)C2=O)CC1
[2] COC(=O)c1cc(NC(=O)c2sc3ccccc3c2Cl)cc(C(=O)OC)c1
[3] CN(CC(=O)NCCc1ccc(S(N)(=O)=O)cc1)Cc1c(F)cccc1Cl
[4] O=C(/C=C/c1ccco1)NC(=S)Nc1ccccc1N1CCOCC1
[5] CC(C)(C)c1ccc(C(=O)NCC2CCCN2S(=O)(=O)c2ccccc2)cc1 (stereo unspecified)
[6] O=C1CCCN2N=C(SCC(=O)N3CCCCC3)SC2=N1
[7] COc1ccc(-c2noc(CCCC(=O)Nc3ccc(C(N)=O)cc3)n2)cc1
[8] Cc1csc2c(N3CCN(S(=O)(=O)c4ccc(Cl)cc4)CC3)ncnc12
[9] O=C1C=C(c2ccc3ncccc3c2)C[C@@H](c2ccc(F)cc2)C1
[10] Cc1ccccc1NC(=O)CC(=O)c1ccccc1

assay / compound	1	2	3	4	5	6	7	8	9	10
JMJD2A Tudor	-23%	-8%	-3%	?	-13%	-24%	-7%	?	?	-10%
G9a block	-5%	-1%[59 µM]	50µM*	?	-33%	26%	14%[59 µM]	.	4%[2.33 µM]	48%
ERG-DNA inh	4%	-2%	12%	16%	-1%	11%	0%	7%	3%	-5%
RGS4 inhibitor	8%	-25%	-2%	-49%	-9%	-2%	18%	22%	-10%	-4%
12-LOX inh	9%	0%	-2%	?	10%	9%	-16%	0%	.	-23%
PI4K2A block	0	2	2	-2	-4	-6	-1	1	1	-1
BAZ2B inh	-21%	3%	22%	?	-1%	-12%	2%	-2%	-13%	-4%
HP1b chromo inh	8%	58%[activator]	20%	-24%	18%	13%	14%	20%	18%	26%
GLS inhibitor	-18%	-9%	-27%	4%	-11%	-4%	12%	11%	-1%	2%

# Rewritten with values under each structure: 2 of the compounds above
# Values run as follows: JMJD2A Tudor, G9a block, ERG-DNA inh, RGS4 inhibitor, 12-LOX inh, PI4K2A block, BAZ2B inh, HP1b chromo inh, GLS inhibitor
8	Cc1csc2c(N3CCN(S(=O)(=O)c4ccc(Cl)cc4)CC3)ncnc12
  ?, ., 7%, 22%, 0%, 1, -2%, 20%, 11%
9	O=C1C=C(c2ccc3ncccc3c2)C[C@@H](c2ccc(F)cc2)C1
  ?, 4%[2.33 µM], 3%, -10%, ., 1, -13%, 18%, -1%

# Next section.
[11] Cc1ccc2[nH]c(C(=O)O)c(NC(=O)CN3CCN(c4cccc(C)c4C)CC3)c2c1
[12] Cc1ccc(Nc2ccc(C(=O)O)cc2N)cc1
[13] CCn1cnc2c1c(=O)n(CC(=O)Nc1cc(C)on1)c(=O)n2Cc1ccccc1
[14] O=C(COC(=O)C1CC2CCCC(C1)C2=O)NNC(=O)c1ccccc1Br (stereo unspecified)
[15] COc1ccc([C@H]2C=C(C(=O)O)O[C@@H](OCc3ccc(CO)cc3)C2)cc1
[16] CCc1cc2c(SCc3nc4sc(C(C)=O)c(C)c4c(=O)[nH]3)ncnc2s1
[17] O=C(c1cc2n(n1)C(C(F)(F)F)CC(c1ccc(Cl)cc1)N2)N1CCCC1 (stereo unspecified)
[18] COc1cc(/C=C/C(=O)OCC(=O)Nc2ccc(Cl)cn2)ccc1O
[19] CC(NC(=O)c1ccco1)C(=O)Nc1nc(-c2ccccn2)cs1 (stereo unspecified)
[20] COc1cc(C(=O)Nc2sc3c(c2C#N)CCCC3)c(Br)c(OC)c1OC

assay / compound	11	12	13	14	15	16	17	18	19	20
JMJD2A Tudor	?	-24%	-3%	-11%	-26%	?	-5%	-10%	45µM*	-24%
G9a block	?	.	-3%[59 µM]	2%[12.7 µM]	?	20µM*	-26%[12.7 µM]	-40%[12.7 µM]	?	-2%[59 µM]
ERG-DNA inh	4%	-17%	.	5%	2%	21%	-3%	-3%	-5%	9%
RGS4 inhibitor	-21%	-7%	3%	22%	19%	-49%	38%	-24%	-11%	-22%
12-LOX inh	0%	?	9%	46%[activator]	?	-2%	-14%	164%[activator]	0%	?
PI4K2A block	-2	-4	0	2	4	-8	4	-1	-7	-2
BAZ2B inh	?	-30%	8%	-11%	-15%	-14%	0%	?	22µM*	-3%
HP1b chromo inh	-10%	0%	24%	23%	19%	30%	4%	29%	13%	-1%
GLS inhibitor	-25%	?	-9%	23%	3%	-7%	-1%	-6%	-1%	-7%

[21] CC(=O)Nc1ccc(NS(C)(=O)=O)cc1
[22] Cc1cccc(NC(=O)CSc2nc(-c3cccs3)cc(C(F)(F)F)c2C#N)c1
[23] CC(C)c1ccc(-c2nn(-c3ccccc3)cc2C(=O)NCC2CCCO2)cc1 (stereo unspecified)
[24] Cc1cccc(NC(=O)CSCC(=O)N2CCN(C(=O)c3ccco3)CC2)c1
[25] C=CCSc1nc2sc3c(c2c(=O)[nH]1)CC(C)(C)OC3
[26] COC(=O)CC1Oc2ccccc2-n2cc(-c3ccc(Cl)cc3)nc21 (stereo unspecified)
[27] CCSc1nnc(CNC(=O)C23CC4CC(CC(C4)C2)C3)n1Cc1ccccc1
[28] O=C(NNC(=O)c1ccc(Cl)nc1)c1ccncc1
[29] CCCCC1=CC2=C(c3ccco3)C(=O)C(C)(OC(=O)c3ccc(OC)cc3)C(=O)C2=CN1c1ccccc1 (stereo unspecified)
[30] O=C(c1ccc(Cl)cc1Cl)N1CCc2ccccc21

assay / compound	21	22	23	24	25	26	27	28	29	30
JMJD2A Tudor	-9%	-5%	-13%	-6%	-3%	-13%	?	-20%	?	14%
G9a block	-69%	-6%[59 µM]	3%	3%[12.7 µM]	.	-16%[59 µM]	32µM*	-8%[2.33 µM]	?	13%[59 µM]
ERG-DNA inh	12%	0%	-4%	-4%	0%	10%	-1%	3%	5%	-3%
RGS4 inhibitor	35%	20%	-5%	-8%	-20%	-4%	-8%	6%	?	-2%
12-LOX inh	-4%	-3%	10%	17%	-22%	-11%	2%	21%	.	-8%
PI4K2A block	-7	-3	1	2	-3	-4	3	-5	-6	3
BAZ2B inh	6%	0%	7%	7%	.	-28%	6%	9%	?	8%
HP1b chromo inh	26%	23%	7%	26%	37%[activator]	23%	42%[activator]	12%	-23%	69%[activator]
GLS inhibitor	49%[activator]	2%	0%	5%	-18%	-1%	-8%	16%	8%	-3%

[31] O=C(Cc1cccs1)N(Cc1cccs1)C1(C(=O)NC2CCCCC2)CCCCC1
[32] COc1ccc(NC(=O)C2C3CCC(O3)C2C(=O)O)cc1OC (stereo unspecified)
[33] CCOC(=O)C(C(=O)OCC)[C@@H]1CS(=O)(=O)C[C@H]1C(C(=O)OCC)C(=O)OCC
[34] Cc1cnc(C(=O)NCCc2ccc(Cl)cc2)cn1
[35] O=C(NCc1ccccc1)NS(=O)(=O)c1ccccc1Cl
[36] CC(=O)Nc1ccc(NC(=O)CSc2nnc(C)c(=O)[nH]2)cc1
[37] Cc1cc(C(=O)N2CCN(c3ccccn3)CC2)c(C)o1
[38] O=C(CCC(=O)OCc1ccc(C(=O)Oc2ccc(Cl)cc2)cc1)Nc1ccccc1
[39] COc1ccccc1C1C([N+](=O)[O-])=CC([N+](=O)[O-])=CN1C (stereo unspecified)

assay / compound	31	32	33	34	35	36	37	38	39
JMJD2A Tudor	-4%	-14%	-8%	-23%	-4%	-13%	-11%	-9%	8%
G9a block	?	.	-40%[12.7 µM]	16%[0.501 µM]	-30%[2.33 µM]	6%	-5%[59 µM]	17%[59 µM]	?
ERG-DNA inh	6%	2%	5%	5%	4%	-7%	-9%	5%	15%
RGS4 inhibitor	-28%	-10%	4%	21%	-17%	21%	6%	-15%	-20%
12-LOX inh	1%	0%	0%	i	0%	0%	2%	-3%	-16%
PI4K2A block	-2	2	-2	-5	7	9	-2	-5	-1
BAZ2B inh	-3%	2%	5%	?	-8%	-12%	-1%	-10%	6%
HP1b chromo inh	75%[activator]	17%	17%	9%	34%	23%	8%	32%	47%[activator]
GLS inhibitor	2%	-10%	2%	-3%	4%	33%[activator]	-1%	9%	0%

# Two records drawn at random from those above:
[31] O=C(Cc1cccs1)N(Cc1cccs1)C1(C(=O)NC2CCCCC2)CCCCC1
[38] O=C(CCC(=O)OCc1ccc(C(=O)Oc2ccc(Cl)cc2)cc1)Nc1ccccc1

assay / compound	31	38
JMJD2A Tudor	-4%	-9%
G9a block	?	17%[59 µM]
ERG-DNA inh	6%	5%
RGS4 inhibitor	-28%	-15%
12-LOX inh	1%	-3%
PI4K2A block	-2	-5
BAZ2B inh	-3%	-10%
HP1b chromo inh	75%[activator]	32%
GLS inhibitor	2%	9%
